HP1b binding inh: HTS for Inhibitors of HP1-beta Chromodomain Interactions with Methylated Histone Tails; Chromobox protein homolog 1 (Homo sapiens), P83916; AlphaScreen HP1-beta / biotin-H3K9me3 peptide binding; Potency, µM (series often up to 114 µM), for inactives: at the top dose activity change, negative = inhibition, hits mostly inhibitors; 390,000 compounds, 0.56% hits; AID 540317, 2011; note: potency is the fitted concentration of half-maximal effect; nearly all actives have a fitted effect of over 70% in size; inactives centre near 23
Target sequence (P83916 whole entry, looked up): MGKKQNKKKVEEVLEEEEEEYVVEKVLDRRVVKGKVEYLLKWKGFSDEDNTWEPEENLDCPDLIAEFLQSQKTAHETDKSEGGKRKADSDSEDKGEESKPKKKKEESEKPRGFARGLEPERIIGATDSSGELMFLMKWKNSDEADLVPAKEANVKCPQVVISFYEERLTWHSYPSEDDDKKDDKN
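Compound inhibition of the preformed complex between 50 nM HP1-beta and 50 nM biotinylated H3K9me3 peptide was read by AlphaScreen. Buffer was PBS pH 7.4 with 0.01% Tween-20. Incubations ran 30 min at room temperature, with 10 ug/mL donor/acceptor beads.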
G9a inh: qHTS Assay for Inhibitors of Histone Lysine Methyltransferase G9a; G9a H3K9 monomethylation, AlphaScreen, 2 h; Potency, µM (doses to about 102 µM), for inactives: top-dose activity, negative = inhibition, usual class: inhibitors; 350,000 compounds, 8.8% hits; AID 504332, 2011; note: potency is the fitted concentration of half-maximal effect; % is set by controls: 0 for no effect and ±100 for the full control effect; nearly all actives have a fitted effect of over 75% in size
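Step 1: enzyme (final 20 nM) with compound, 15 min RT. Step 2: substrate peptide 500 nM and SAM 20 uM, 2 h RT. Step 3: anti-H3K9me1 antibody and AlphaScreen beads, 10 min, then plate read.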
JMJD2A Tudor inh: qHTS Assay for Inhibitors of JMJD2A-Tudor Domain; AlphaScreen JMJD2A-Tudor / H3K4me3 peptide binding; 390,000 compounds, 4.4% hits; Lysine-specific demethylase 4A (Homo sapiens), O75164; Potency, µM (highest dose often 114 µM), without a hit: at the top dose activity change, negative = inhibition, hits mostly inhibitors; note: potency is the fitted concentration of half-maximal effect; % is set by controls: 0 for no effect and ±100 for the full control effect; nearly all actives have a fitted effect of over 50% in size
PI4K2A block: qHTS for small molecular inhibitors of PI4K2A | purified PI4K2A, ADP-Glo luminescence, 1 h; active compounds read low | 420,000 compounds, 0.13% hits | activity change, negative = inhibition, % at 76.9 µM | AID 1346378, 2018; in the data active = activity change below about -50%; inconclusive = mostly about -30% to -49%;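 note: -100% = wells without enzyme as full effect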
Target sequence (Q9BTU6 whole entry, looked up): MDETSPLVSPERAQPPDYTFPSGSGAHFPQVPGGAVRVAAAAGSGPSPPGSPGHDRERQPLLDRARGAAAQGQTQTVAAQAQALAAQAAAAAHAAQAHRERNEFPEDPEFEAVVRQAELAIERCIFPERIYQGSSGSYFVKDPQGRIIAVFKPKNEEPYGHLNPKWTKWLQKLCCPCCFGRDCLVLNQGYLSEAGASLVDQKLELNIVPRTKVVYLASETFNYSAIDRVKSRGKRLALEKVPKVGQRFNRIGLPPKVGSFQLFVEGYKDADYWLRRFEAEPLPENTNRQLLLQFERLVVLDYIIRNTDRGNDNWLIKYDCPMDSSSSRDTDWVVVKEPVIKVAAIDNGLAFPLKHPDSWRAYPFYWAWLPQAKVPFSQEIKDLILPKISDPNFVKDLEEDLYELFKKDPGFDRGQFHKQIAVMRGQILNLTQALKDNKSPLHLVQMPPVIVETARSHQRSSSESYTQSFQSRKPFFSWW
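Compounds are screened against recombinant PI4K2A using PI as substrate and ATP, the latter dispensed at 300 microM. Reactions run one hour at ambient temperature before ADP-Glo detection; full inhibition defined by wells lacking enzyme.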
RGS4 inh: Inhibitors of Regulator of G Protein Signaling (RGS) 4: qHTS; Regulator of G-protein signaling 4 (Homo sapiens), P49798; Transcreener GDP fluorescence polarization, RGS4-accelerated GTP hydrolysis; Potency, µM (top dose mostly 114 µM), for inactives: at the highest dose activity change, negative = inhibition, actives largely listed as inhibitors; 390,000 compounds, 0.039% hits; AID 504845, 2011; note: potency is the fitted concentration of half-maximal effect; % is set by controls: 0 for no effect and ±100 for the full control effect; nearly all actives have a fitted effect of over 75% in size; some results filed as inactive show a strong effect at the top dose
Target sequence (P49798 whole entry, looked up): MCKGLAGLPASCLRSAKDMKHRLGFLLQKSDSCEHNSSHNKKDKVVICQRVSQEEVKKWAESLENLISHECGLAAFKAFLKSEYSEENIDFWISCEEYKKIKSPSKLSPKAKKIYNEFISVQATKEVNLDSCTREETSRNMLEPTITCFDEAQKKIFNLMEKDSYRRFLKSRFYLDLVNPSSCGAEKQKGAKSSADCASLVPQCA
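MLSMR compounds (23 nl, pin-transferred) preincubated 10 min at room temperature with a 500nM (2x) first reagent, then RGS4 at 900nM (2x) plus Transcreener GDP mix added; fluorescence polarization (620/688 nm) read before and after 90 min at 30 °C.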
GLS inh: qHTS for Inhibitors of Glutaminase (GLS) | 410,000 compounds, 0.21% hits | AID 624170, 2012 | Potency, µM (doses to about 45.5 µM), for the others: at the highest dose activity change, negative = inhibition, usual class: inhibitors | GLS enzymatic activity, qHTS titration | Glutaminase kidney isoform, mitochondrial (Homo sapiens), O94925; note: potency is the fitted concentration of half-maximal effect; % is set by controls: 0 for no effect and ±100 for the full control effect
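Glutamate formation by hKGA was monitored fluorometrically using coupled glutamate oxidase, HRP and Amplex Red. Substrate was added as 1 mM L-glutamine solution; incubation was 30 min at RT after an initial read.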
12-LOX inh: Primary qHTS assay for inhibitors of human arachidonate 12S-lipoxygenase (ALOX12): Round 2; Polyunsaturated fatty acid lipoxygenase ALOX12 (Homo sapiens), P18054; purified 12hLO, xylenol orange hydroperoxide absorbance; Potency, µM (titrated, usually from 108 µM), without a hit: at the top dose activity change, negative = inhibition, hits mostly inhibitors; 580,000 compounds, 1.1% hits; AID 1671190, 2021; note: potency is the fitted concentration of half-maximal effect; % is set by controls: 0 for no effect and ±100 for the full control effect
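Hydroperoxide product was detected by ferrous iron/xylenol orange as the 573 to 405 nm absorbance ratio. Arachidonic acid at 40 uM (final) was turned over for 30 min at room temperature by 150 nM human 12hLO, pH 7.0 Hepes buffer, after 15 min compound preincubation.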
BAZ2B block: qHTS Assay for Inhibitors of BAZ2B | Bromodomain adjacent to zinc finger domain protein 2B (Homo sapiens), Q9UIF8 | AlphaScreen BAZ2B-H3K14Ac peptide displacement | Potency, µM (doses to about 114 µM), without a hit: top-dose activity change, negative = inhibition, actives largely listed as inhibitors | 360,000 compounds, 4.4% hits; note: potency is the fitted concentration of half-maximal effect; % is set by controls: 0 for no effect and ±100 for the full control effect; nearly all actives have a fitted effect of over 60% in size
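Multi-concentration screen (max 110 uM) measuring displacement of acetylated histone H3 peptide from BAZ2B by AlphaScreen, using 50 nM protein, 50 nM peptide and 10 ug/mL streptavidin donor plus Ni-chelate acceptor beads.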
ERG Ets-DNA blk: qHTS for Small Molecule Inhibitors of the ERG Ets/DNA interaction | fluorescence polarization, His-ERG Ets domain / labelled DNA | Potency, µM (highest dose often 76.9 µM), for inactives: top-dose FP activity, negative = inhibition, hits mostly inhibitors | 370,000 compounds, 0.028% hits | AID 624246, 2012; active = well fitted inhibition curve with a large enough effect in the polarisation, with a control signal flat; inconclusive = small, poorly fitted or top-dose-only effect, or effect the other way, or a change in a side signal; inactive = no such curve, though single readings can be large or run the other way; the % refers to the polarisation;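 note: polarization taken with two DNA probes labelled with fluorescein and Texas red; potency is the fitted concentration of half-maximal effect; % of control where 0% means no effect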
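His-tagged ERG Ets domain (1 uM in the protein solution; 300mM KCl, 50mM Tris-HCl, 1mM EDTA, 1mM DTT, pH 7.5) received compound, then a probe mix of 5 nM fluorescein-DNA and 100nM Texas-615-DNA. Fluorescence polarization was read for both dyes.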
* marks the source's active call; other numbers are inactive results; i = inactive; ? = inconclusive; . = no result given; [ ] = another dose, or the depositor's remark. Unless noted, calls come from the whole dose curve; as a rule, active = well fitted curve in the direction sought with a large enough effect; inconclusive = small, poorly fitted or top-dose-only effect, or another doubt; inactive = no such curve, though single readings can be large; an effect the other way counts as inactive or inconclusive. A portion of the library, so the mix of outcomes need not match the whole.

HP1b binding inh,G9a inh,JMJD2A Tudor inh,PI4K2A block,RGS4 inh,GLS inh,12-LOX inh,BAZ2B block,ERG Ets-DNA blk,Structure
2.9%,?,-32.2%,0.9,7.7%,9.3%,?,-35.5%,-11.4%,COc1ccccc1N1CCN(CC(O)c2c(C)[nH]c3ccccc23)CC1 (stereo not drawn)
-4.0%,2.1%[59 µM],-20.8%,-0.5,-0.1%,2.2%,?,-6.3%,0.5%,CCOC(=O)c1c(NC(=O)COc2cccc3c2CCN(C)C3=O)sc2c1CCC2
20.2%,?,-30.5%,0.0,-51.1%,-1.5%,7.9%,-35.6%,13.0%,O=C(c1nc2nc(-c3cccs3)cc(C(F)(F)F)n2n1)N1CCN(Cc2ccccc2)CC1
-4.3%,?,-18.0%,-12.0,-38.0%,17.7%,i,-5.8%,3.8%,COc1ccc2[nH]c3c(NCCN(C(C)C)C(C)C)ncnc3c2c1
22.7%,-9.6%,-14.0%,-6.3,-27.4%,7.9%,?,0.7%,10.6%,COc1cccc(N2CC(C(=O)Nc3nnc(SCC(=O)N4CCOCC4)s3)CC2=O)c1 (stereo not drawn)
16.7%,19.2%,-21.0%,-1.5,0.3%,7.5%,5.8%,-11.9%,1.0%,Cc1cc(NC(=O)COC(=O)c2ccc(NS(=O)(=O)c3ccc(C)c(C)c3)cc2)no1
35.1%,5.9%[59 µM],1.9%,-3.0,-16.9%,1.2%,-25.2%,-0.6%,-0.3%,COc1ccccc1-c1ccnc2c(-c3ccc(Br)cc3)c(C)nn12
36.2%,-3.7%[59 µM],-5.7%,-0.2,-19.7%,-4.3%,-18.5%,3.8%,2.6%,CC(=O)c1ccc(NC(=O)CN(C)S(=O)(=O)c2cc3c(cc2C)NC(=O)CO3)cc1
43.6%[activator],?,-5.8%,2.0,-5.5%,-8.5%,4.7%,0.5%,-5.9%,C#CCOC(=O)C[N+](C)(C)C/C=C/c1ccccc1
17.3%,-4.5%[59 µM],-10.7%,-1.2,-6.0%,0.9%,0.2%,1.8%,0.0%,O=C(Cn1ncc2c3ccccc3n(Cc3ccc(F)cc3)c2c1=O)NC1CCCCCC1
36.6%,1.0%[12.7 µM],-5.7%,0.2,-14.1%,-2.8%,254.2%[activator],-2.4%,7.4%,CCOC(=O)N1CCN(C(=O)COC(=O)c2cccc(C)c2[N+](=O)[O-])CC1
11.2%,-1.0%[12.7 µM],-7.4%,0.7,0.5%,3.6%,-1.7%,-8.4%,-8.5%,CC1(C)CC2CC(C)(CN2/C=C2/CCCCC2=O)C1 (stereo not drawn)
0.2%,-20.1%,-18.6%,5.5,-12.0%,6.6%,26.5%,-20.3%,6.5%,Cc1ccc(/C=N/NC(=O)c2cccc(NC(=O)c3ccccc3C)c2)o1
33.7%,-42.3%[59 µM],-1.3%,7.6,-18.3%,2.4%,40.6%[activator],-20.9%,-7.9%,Cn1c(=O)c2c(ncn2CC(O)CNc2ccc(Br)cc2)n(C)c1=O (stereo not drawn)
36.1%[activator],.,-16.5%,3.9,-2.7%,1.8%,-23.4%,.,-2.8%,Cc1cnc(C(=O)OCC(=O)N2C(C)CCCC2C)cn1 (stereo not drawn)
32.5%,.,-11.0%,-1.4,11.4%,0.7%,-3.5%,-16.0%,8.0%[15.4 µM],CCOC(=O)CSc1nc2cccnc2n1C
19.9%[57 µM],.,-15.2%,-0.4,6.6%,2.2%,10.1%,.,-6.1%,COc1ccc(C2OCC(C)(C)CO2)cc1OC
35.0%,-28.4%[59 µM],-29.5%,-3.5,16.7%,4.0%,1.1%,-6.4%,-0.9%,O=C(NCCN1CCN(c2cccc(Cl)c2)CC1)Nc1ccccc1C(F)(F)F
33.3%,53.1%[activator],8.4%,2.2,15.8%,1.6%,-6.4%,-6.3%,9.8%,CC1(C(=O)OCC(=O)Nc2ccccc2Cl)CC1(Cl)Cl (stereo not drawn)
12.6%,0.794µM*,35.5µM*,-5.9,-10.6%,-2.2%,6.0%,28.2µM*,-4.8%,O=C(Nn1cc(C(=O)Nc2ccc(F)cc2F)c2ccccc2c1=O)c1cnccn1
29.1%,3.9%,-10.2%,1.9,7.9%[56.9 µM],-8.1%,3.1%,.,-16.9%,Cc1ccc(NC(=O)COC(=O)[C@H](C)NC(N)=O)c(C)c1
-12.8%,7.94µM*,56.2µM*,6.1,7.7%,10.6%,-9.6%,?,0.5%,O=CNC1CCCc2c1[nH]c1ccc(Cl)cc21 (stereo not drawn)
17.5%,6.1%,-6.2%,-10.0,?,0.6%,4.3%,-2.1%,0.9%,CC1CN(C)C(c2ccccc2)C(C)C12NC(=O)NC2=O (stereo not drawn)
44.6%[activator],?,-0.7%,5.5,-1.5%,1.3%,?,.,1.7%,O=C(O)CCn1cc(/C=C2\SC(=S)NC2=O)c(-c2ccccc2)n1
58.2%[activator],4.4%,-10.5%,-7.6,-11.5%,-1.6%,6.2%,-21.6%,3.1%,Cc1nn(-c2ccc(F)cc2)c(-n2cccc2)c1C(=O)N1CCN(C(=O)c2ccco2)CC1
29.1%,-8.8%,-4.5%,5.0,-8.7%,-1.1%,-9.7%,-0.2%,-0.1%,CCOc1cc(/C=N/NC(=O)c2cccnc2)ccc1OC(=O)c1ccco1
12.0%,66.6%[activator][59 µM],2.9%[57.1 µM],-10.6,27.8%,22.5%,?,62.3%[activator],1.2%,CCCCOP(=O)(c1ccc(N(C)C)cc1)C(O)c1ccccc1F (stereo not drawn)
86.7%,13.2%[2.33 µM],21.7%,-0.1,-17.3%,0.8%,0.0%,-4.6%,-6.9%,COC(=O)c1ccc(Cn2nc(C)c(Br)c2C)cc1
22.0%,.,-6.5%,2.0,2.7%,-2.3%,-22.1%,.,14.7%,CCOC(=O)C1=CN(Cc2cccc(F)c2)S(=O)(=O)N(CC)C1c1ccc(F)c(Cl)c1 (stereo not drawn)
21.2%,-6.5%,-25.5%,1.3,-15.9%,21.6%,-1.0%,-11.3%,-6.2%,O=C(Nc1cccc(O)c1)c1ccc(S(=O)(=O)N2CCCCCC2)cc1

Two compounds from above, showing only ERG Ets-DNA blk.
smiles	ERG Ets-DNA blk
COC(=O)c1ccc(Cn2nc(C)c(Br)c2C)cc1	-6.9%
CC1CN(C)C(c2ccccc2)C(C)C12NC(=O)NC2=O (stereo not drawn)	0.9%

(listing goes on)
HP1b binding inh,G9a inh,JMJD2A Tudor inh,PI4K2A block,RGS4 inh,GLS inh,12-LOX inh,BAZ2B block,ERG Ets-DNA blk,Structure
19.5%,2.1%[59 µM],-8.3%,-4.2,2.7%,-0.2%,-25.0%,3.3%,1.9%,CC1CCCN(c2cc3c(cc2F)c(=O)c(S(=O)(=O)c2cccc(Cl)c2)cn3Cc2ccccc2)C1 (stereo not drawn)
87.3%[activator],0.6%[59 µM],-4.6%,3.0,-41.8%,7.0%,-2.1%,-27.5%,-5.3%,O=C(Nc1ccc2nc(SCC(=O)N3CCOCC3)sc2c1)c1ccc(Br)cc1
-0.9%,10.9%[2.33 µM],-32.4%,-1.9,-14.7%,-0.5%,-9.5%,?,-14.4%,O=C(Nc1ccc(C(=O)N2CCN(c3ccccn3)CC2)cc1)c1ccc(Br)o1
27.1%,41.7%[59 µM],-2.1%,-7.5,-32.0%,-2.1%,-0.4%,-5.7%,-5.6%,O=C(/C(=C\c1ccccc1)c1nc2ccccc2[nH]1)c1ccc(Cl)cc1
35.3%,-21.5%,-28.1%,-0.9,-4.2%,-0.3%,?,-34.2%,-8.8%,CCN(CC(=O)NCc1ccc(Cl)cc1)C(=O)c1cc2ccccc2o1
17.4%,-10.1%,-33.9%,-4.6,-43.3%,0.5%,-3.5%,-9.4%,-2.4%,Cc1cc(=O)oc2cc(NC(=O)c3ccc(OC(F)F)cc3)ccc12
-4.9%,-21.2%,-28.2%,7.5,11.2%,3.8%,-20.4%,2.4%,-2.1%,COc1ccc([N+](=O)[O-])cc1NC(=O)CSCc1ccccc1
24.2%,-4.9%,12.7%,2.3,-9.6%,31.3%[activator],14.0%,3.0%,9.3%,O=C1CN(S(=O)(=O)c2ccc(Cl)cc2C(F)(F)F)CCN1
